Rac1 GTP hydrolysis: MgcRacGAP GTPase-activating activity inhibitors, confirmation, biochemical, ADP Hunter fluorescence | MgcRacGAP-stimulated Rac1 GTP hydrolysis, ADP Hunter fluorescence; higher % means a stronger effect; GST-tagged Rac1 F28L mutant substrate | inhibition, % at 30 µM, or IC50 in µM where a hit was titrated | 340,000 tested, 0.6% active;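 active means first-screen hits whose inhibition reached a set limit at any dose in the follow-up dose series; inconclusive means inhibition above the set first-screen limit but never retested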;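 further: fluorescence reports GDP produced by GAP-driven GTP hydrolysis; strong numbers were not always called active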
West Nile virus CPE: inhibition of WNV-induced cytopathic effect – cell-based, CPE readout (AID 1621); one-dose CPE inhibition, % at 10 µM; IC50 in µM for titrated hits; West Nile virus-infected cells, CPE inhibition; higher % means a stronger effect; 290,000 tested, 0.02% active; in the data active means a potency from the dose series; inconclusive means CPE inhibition mostly from about 3.7% at the one dose, without a potency; inactive means the rest, 99 in 100 with CPE inhibition below about 2.2%; further: strong numbers were not always called active
LYP inhibition: inhibitors of LYP phosphatase, biochemical, fluorescence intensity, uHTS (AID 1779). 290,000 tested, 0.054% active. inhibition, % at 11.5 µM; hits with a dose series show IC50 in µM. recombinant LYP phosphatase, fluorescence intensity; higher % means a stronger effect; in the data active means inhibition above about 50%;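 further: plate controls were vehicle with enzyme for no effect and no enzyme for full effect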
Dengue-2 NS5 capping: Dengue-2 NS5 methyltransferase inhibitors, primary screen, biochemical, confirmation dose response (AID 588689) | inhibition, % at 25 µM, or IC50 in µM where a hit was titrated | 340,000 tested, 0.3% active | Dengue-2 NS5 methyltransferase capping enzyme assay, biochemical; higher % means a stronger effect; in the data active means a potency from the dose series; inconclusive means inhibition above about 29% without an active follow-up result
GPR35 antagonists: GPR35 antagonists blocking zaprinast-driven arrestin recruitment, primary screen, imaging, U2OS, beta-arrestin-GFP, zaprinast agonist (AID 2058); inhibition, % at 10 µM; hits with a dose series show IC50 in µM; U2OS GPR35 beta-arrestin-GFP translocation imaging, zaprinast antagonism; higher % means a stronger effect; 290,000 tested, 0.052% active;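 active means inhibition of at least 50% with at least 30 cells and total cytoplasm GFP at most 10,000,000; inconclusive means under 30 cells or total GFP of 10,000,000 plus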
Salmonella PhoP GFP: PhoP-dependent GFP reporter repression – Salmonella Typhimurium, primary screen (AID 1863). S. Typhimurium PhoP-regulated promoter GFP reporter, 4 h; higher % means a stronger effect. one-dose inhibition, % at 50 µM; IC50 in µM for titrated hits. 300,000 tested, 0.16% active;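 active means inhibition over 29.93%, a cutoff 3 SD above the screen mean, later confirmed by dose response; inconclusive means inhibition over 29.93% but no dose response follow-up; inactive means inhibition at most 29.93% or unconfirmed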;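 further: 0% = low Mg2+ inducing control and 100% = high Mg2+ repressing control; strong numbers were not always called active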
RSV CPE inhibition: RSV antiviral activity via CPE protection, HEp-2 cells, primary 10 µM value included (AID 2391) | HEp-2 cells, RSV-induced CPE inhibition; higher % means a stronger effect | CPE inhibition, % at 10 µM; hits with a dose series show IC50 in µM | 310,000 tested, 0.13% active; in the data active means a potency from the dose series; inconclusive means CPE inhibition mostly from about 23% at the one dose, without a potency; inactive means the rest, 99 in 100 with CPE inhibition below about 21%; further: strong numbers were not always called active
CSM14.1 death rescue: protection against thapsigargin-triggered cell killing – 384-well, CSM14.1, ATP luminescence, primary screen (AID 1222); 190,000 tested, under 10 active; one-dose cellular ATP content (survival), % at 20 µM; EC50 in µM for titrated hits; CSM14.1 thapsigargin-induced death rescue, ATP luminescence; higher % means a stronger effect;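 active means EC50 below 50 µM in the dose-response confirmation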;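 further: death triggered by thapsigargin at about 15 µM added after 2 h compound pretreatment; cell ATP read after overnight thapsigargin exposure of roughly 18 to 22 hours; normalized against plate controls of thapsigargin alone and 5% DMSO vehicle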
Large T inhibition: TAg ATPase/helicase activity blockers – biochemical (AID 1903); SV40 large T antigen ATPase/helicase inhibition assay; higher % means a stronger effect; 310,000 tested, 0.39% active; inhibition, % at 20 µM; hits with a dose series show IC50 in µM; in the data active means a potency from the dose series; inconclusive means inhibition mostly from about 32% at the one dose, without a potency; inactive means the rest, 99 in 100 with inhibition below about 32%; further: strong numbers were not always called active
Dengue-2 NS5 capping pilot replicate: second read-out of Dengue-2 NS5 capping, no call of its own (marks repeat the call); inhibition, %; measured here: pilot screen replicate inhibition
* hit, by the source's call; u = inconclusive; x = no result given.

SMILES | Rac1 GTP hydrolysis | West Nile virus CPE | LYP inhibition | Dengue-2 NS5 capping | GPR35 antagonists | Salmonella PhoP GFP | RSV CPE inhibition | CSM14.1 death rescue | Large T inhibition | others
CCOC(=O)CSc1nnc(-c2cccs2)n1-c1ccccc1 | 15.8% | 0.3% | 10.5% | -7.2% | -0.3% | 2.5% | 0.5% | -1.7% | 4.4%
Cc1ccc(OCCNC(=O)c2ccccc2N)cc1 | -8.6% | -0.1% | -1.9% | -2.2% | -11.3% | -9.9% | -1.6% | -2.4% | -0.2%
CCOC(=O)c1ccc2c(c1)[n+](CC)c(C)n2-c1ccccc1 | 0.5% | 0.1% | -0.2% | -5.9% | -0.3% | 1.5% | 1.5% | -1.2% | 10.4%
COc1ccc(S(=O)(=O)Nc2cc3c4c(c2)C(C)C(=O)N4CCC3)cc1OC (stereo not drawn) | 1.6% | x | x | 30.5% | x | -1.1% | -1.7% | x | 20.7%
CC(C)Cn1ccc(=O)n(CC(C)C)c1=O | 3.7% | -0.6% | -10.2% | -5.2% | -8.1% | 11.7% | -0.7% | -0.5% | 2.2%
CCNc1nc(NC(C)C)nc(ON=C(C)C)n1 | x | -0.6% | -4.7% | x | -3.3% | -1.3% | 0.8% | 2.4% | 7.6%
CCOc1ccc(-c2nnc(-c3cccs3)o2)cc1 | 4.1% | 0.1% | -8.9% | -3.2% | 11.9% | -8.9% | 8.3% | -7.3% | -2.3%
Cc1ccc(/C=N/N=C2/NC(=O)C(CC(=O)Nc3ccccc3)S2)o1 (stereo not drawn) | -6.5% | 0.0% | -8.1% | 0.9% | -6.8% | -2.7% | 2.3% | -0.9% | 5.5%
Cc1ccc(C)c(S(=O)(=O)N2CCCCC2CCNC(=O)C(=O)NCc2ccccn2)c1 (stereo not drawn) | 5.2% | x | x | 0.0% | x | -8.9% | 1.0% | x | 16.8%
Cc1ccc(OCC(=O)Nc2ccc3c(c2)C(=O)N(CCC(=O)O)C3=O)cc1 | 7.9% | 0.2% | -1.5% | 1.6% | 8.8% | -1.4% | 1.9% | x | 21.1%
O=C(CSc1nc2[nH]ncc2c(=O)[nH]1)c1ccc(Cl)cc1 | x | -0.1% | -8.9% | x | -4.3% | -5.1% | 0.1% | -0.7% | -2.1%
O=[N+]([O-])c1ccccc1/C=N/Nc1nnc(-c2ccccc2)c(-c2ccccc2)n1 | 7.5% | -1.3% | -8.5% | -7.1% | -13.9% | 9.7% | 0.0% | 0.3% | 21.3%
CC(C)CC(=O)NC(Nc1ccc([N+](=O)[O-])cc1)C(Cl)(Cl)Cl (stereo not drawn) | 4.6% | -1.2% | -4.8% | -1.8% | 12.2% | 9.6% | 0.6% | -0.4% | 2.7%
Oc1ccc(/C=N/NC(=S)N2CCOCC2)cc1 | 63.7µM* | 2.8% | -1.2% | -1.5% | 3.2% | 6.4% | -0.4% | -0.8% | u
O=C(NCc1nc(-c2ccccc2)no1)c1cccs1 | 0.8% | -0.5% | 1.1% | -4.1% | -19.9% | 18.2% | 1.6% | 1.0% | 5.5%
Cc1ccc(C(O)c2nccn2C)o1 (stereo not drawn) | -1.8% | -0.2% | -10.4% | -1.4% | 8.0% | 4.9% | 0.6% | 2.1% | -0.3%
O=C(CCc1nnc(CCCc2ccccc2)o1)NCCc1ccco1 | 3.1% | 0.0% | -3.1% | -1.8% | -10.2% | 6.3% | 0.8% | 0.2% | 3.2%
COC(=O)C1CCN(C(=O)COC(=O)c2ccc3[nH]c4c(c3c2)CCCC4)CC1 | 7.2% | x | x | -12.5% | x | -6.3% | -0.7% | x | 17.1%
Cc1occc1-c1nnc(SCC(=O)Nc2ccccc2)n1CCc1ccccc1 | 5.8% | u | 1.6% | -4.9% | 0.0% | -2.3% | 2.1% | x | 3.9%
CC1=C(C)CC(C(=O)c2ccc(C)cc2)C(C(=O)O)C1 (stereo not drawn) | 3.0% | 0.9% | -6.0% | 2.4% | -2.8% | -7.1% | 1.9% | 4.2% | 22.7%
COc1cc(OC)cc(C(=O)N2CCN(C(=O)c3cccnc3)CC2)c1 | -0.4% | -0.4% | -4.5% | -11.1% | 8.5% | 1.2% | 0.6% | x | 9.6%
O=C(CSc1nnnn1-c1ccccc1)NC(=O)Nc1ccc2c(c1)OCCO2 | 5.9% | 0.0% | -0.9% | -6.5% | -8.0% | 2.5% | 1.6% | -2.4% | 7.4%
C#CCOCCOCCOCCNc1nc(N2CCN(C(=O)[C@H](CCC(=O)O)n3cc(C(N)Cc4ccc(O)cc4)nn3)CC2)nc(N2CCN(C(=O)[C@H](CCC(=O)O)n3cc(C(N)[C@H](C)CC)nn3)CC2)n1 (stereo partly drawn) | 5.5% | x | -6.8% | 6.4% | -9.1% | -4.6% | -0.2% | -2.0% | -0.8%
COc1ccc(C(=O)Nc2ccccc2C(=O)Nc2cccnc2)cc1 | 6.5% | -0.4% | -3.8% | -1.8% | -5.2% | -2.0% | 0.3% | x | 4.6%
O=C(NCC1CC1)Nc1cccs1 | 5.7% | 0.4% | -3.1% | -14.9% | 4.1% | -0.1% | -0.8% | x | 7.2%

Following part:
SMILES | Rac1 GTP hydrolysis | West Nile virus CPE | LYP inhibition | Dengue-2 NS5 capping | GPR35 antagonists | Salmonella PhoP GFP | RSV CPE inhibition | CSM14.1 death rescue | Large T inhibition | others
Cc1cccc(N=C2NC(=O)/C(=C/c3cccn3C)S2)c1C | 10.6% | 0.5% | -0.8% | -50.5% | 4.2% | 1.5% | 5.5% | x | 17.2%
O=C(N/N=C/C(Cl)=C\c1ccccc1)c1cccs1 | -0.7% | -0.2% | 0.5% | -6.1% | -4.4% | -3.3% | 6.1% | x | 14.6%
Cc1oc(-c2ccccc2)nc1Cn1cccc1C1=NC(c2ccccc2)CO1 (stereo not drawn) | 7.6% | -0.6% | -0.2% | -6.4% | 8.3% | 14.1% | -1.1% | 25.0% | -3.6%
O=C(Cc1ccccc1F)Nc1nc(-c2ccc(F)cc2)cs1 | 7.0% | 0.5% | 1.1% | -6.5% | -15.4% | -5.5% | 10.2% | x | 10.6%
COc1ccc(NC(=S)NNC(=O)Cn2nc([N+](=O)[O-])cc2C)cc1 | 0.6% | 1.5% | 4.3% | -8.1% | -6.3% | 10.1% | 1.9% | -0.8% | 17.2%
O=C(Nc1ccc(Br)cc1)c1ccc(Br)c(S(=O)(=O)Nc2cccnc2)c1 | -9.9% | -0.7% | -5.3% | 2.6% | -8.5% | 1.7% | 17.2% | -2.0% | 0.3%
CCNC(=S)NNC(=O)c1cccnc1 | 7.3% | -0.4% | -0.4% | -4.8% | 7.8% | -3.0% | 0.0% | -0.3% | 5.4%
Cn1c(COc2ccc(Cl)cc2Cl)nnc1SCC(=O)NCC1CCCO1 (stereo not drawn) | 3.9% | 0.2% | -2.5% | -2.7% | -30.6% | 4.3% | 0.2% | x | -9.9%
Cc1cccc(C(=O)c2cn[nH]c2-c2ccccc2O)c1 | 8.3% | 0.0% | 2.7% | -2.6% | 3.0% | 14.8% | 1.1% | x | 11.9%
Cc1ccc(OC(=O)c2ccccc2C(=O)OCC(F)(F)C(F)F)cc1 | 10.9% | 0.3% | -6.3% | -10.2% | -2.1% | 8.8% | 4.7% | 1.1% | 13.7%
O=C(CCc1ccccc1)Nc1nnc(-c2ccccn2)o1 | -0.2% | -0.1% | -5.1% | -5.2% | -15.6% | 1.1% | 1.2% | -3.7% | 7.7%
CCOC(=O)C1CCN(C(=O)COC(=O)c2ccc3c(c2)C(=O)N(c2ccc(OCC)cc2)C3=O)CC1 | 5.4% | -0.4% | -3.3% | -3.1% | 6.6% | -1.2% | 0.6% | -1.8% | 2.5%
O=C(COC(=O)C1CCN(c2ccc(C(F)(F)F)cn2)CC1)Nc1cc(F)ccc1F | 5.8% | x | x | 0.7% | x | 1.2% | -1.9% | x | 9.6%
O=C1CCCC(O)=C1C1C2=C(CCCC2=O)OC2=C1C(=O)CCC2 | 7.2% | 0.1% | -8.8% | -1.5% | -0.4% | 17.4% | 0.9% | -1.2% | 5.5%
COc1ccc(OC)c(C(C)NC(C)=O)c1 (stereo not drawn) | 5.4% | 0.5% | -0.5% | -6.9% | -2.5% | -1.3% | -0.2% | -2.3% | 3.3% | Dengue-2 NS5 capping pilot replicate=-5.5
COC(=O)[C@@]12CCCN1[C@H](c1ccc(-c3ccc(OC)cc3)c(OC)c1)[C@@H]1C(=O)N(C)C(=O)[C@@H]12 | 3.2% | x | x | -7.9% | x | x | 5.7% | x | 16.6%
CC1CCCC(C)N1CCCNC(=O)Cn1c(=O)c2cccn2c2cccnc21 (stereo not drawn) | 11.9% | 0.5% | -2.3% | -2.3% | -7.5% | -10.2% | 0.2% | x | 1.1%
O=c1cc(N2CCN(c3cccc(Cl)c3)CC2)[nH]c(=O)n1C1CCCCC1 | 2.4% | 0.8% | -2.2% | -6.9% | 7.5% | -3.4% | -2.1% | 6.9% | 18.5%
CCc1nc2ccccc2n1CC(=O)N1CCN(S(=O)(=O)c2cccc(C(F)(F)F)c2)CC1 | 9.0% | -0.4% | -2.0% | -10.4% | -14.9% | -6.1% | 3.5% | -1.2% | 5.2%
COc1cccc(/C=N/n2c(-c3n[nH]c4c3CCC4)n[nH]c2=S)c1O | 53.9µM* | -0.5% | -3.3% | 2.9% | 2.4% | 8.4% | 3.6% | 2.1% | u
CC(C)(C)NC(=O)N1CCN(c2nc3ccc(Cl)cc3s2)CC1 | 9.9% | -0.4% | -3.4% | -7.8% | -15.0% | 1.2% | 1.5% | x | 27.1%
CN(C(=O)COC(=O)c1ccc2c(c1)OCCO2)c1ccccc1 | 0.2% | -0.1% | -4.6% | 6.1% | -17.9% | -1.2% | 2.8% | -0.2% | 0.7%
N#Cc1c(-c2cccs2)nc(SCc2ccc(Cl)cc2)[nH]c1=O | 2.8% | 0.3% | -2.7% | 17.8% | -31.4% | -7.8% | x | 2.5% | 6.9%
CCCCCCc1ccc(N2C[C@H](CCCCC)[C@@H](CC(=O)NCc3ccc(OC)cc3)C2=O)cc1 | 2.7% | -1.6% | 1.7% | -1.6% | -4.2% | x | -4.9% | x | 10.5%

At a glance, some entries already given:
SMILES | Rac1 GTP hydrolysis | West Nile virus CPE | LYP inhibition | Dengue-2 NS5 capping | GPR35 antagonists | Salmonella PhoP GFP | RSV CPE inhibition | CSM14.1 death rescue | Large T inhibition | others
Cc1cccc(N=C2NC(=O)/C(=C/c3cccn3C)S2)c1C | 10.6% | 0.5% | -0.8% | -50.5% | 4.2% | 1.5% | 5.5% | x | 17.2%
O=C(N/N=C/C(Cl)=C\c1ccccc1)c1cccs1 | -0.7% | -0.2% | 0.5% | -6.1% | -4.4% | -3.3% | 6.1% | x | 14.6%
Cc1oc(-c2ccccc2)nc1Cn1cccc1C1=NC(c2ccccc2)CO1 (stereo not drawn) | 7.6% | -0.6% | -0.2% | -6.4% | 8.3% | 14.1% | -1.1% | 25.0% | -3.6%

Screening data (PubChem BioAssay)
